# Source: PubChem
# Avidin fluor: compound fluoresces at 488/530 nm on avidin beads; 0.38% of 220,000 active; compound fluorescence 488/530 nm, flow cytometry; hits give high values; fluorescence (KMESF) at 10 µM; in the data active = fluorescence above about 47; note: inactives centre near 10
# Bim-Mcl-1: human Bim-Mcl-1 interaction inhibition | Q07820 | Bead-based flow cytometry, Bim peptide-Mcl-1 binding | inhibition, % at 10 µM | 0.1% of 190,000 active | AID 1009; in the data active = inhibition above about 40%;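 note: 0% = no compound tracer wells and 100% = peptide blocker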
# Target sequence (Q07820 whole entry, looked up): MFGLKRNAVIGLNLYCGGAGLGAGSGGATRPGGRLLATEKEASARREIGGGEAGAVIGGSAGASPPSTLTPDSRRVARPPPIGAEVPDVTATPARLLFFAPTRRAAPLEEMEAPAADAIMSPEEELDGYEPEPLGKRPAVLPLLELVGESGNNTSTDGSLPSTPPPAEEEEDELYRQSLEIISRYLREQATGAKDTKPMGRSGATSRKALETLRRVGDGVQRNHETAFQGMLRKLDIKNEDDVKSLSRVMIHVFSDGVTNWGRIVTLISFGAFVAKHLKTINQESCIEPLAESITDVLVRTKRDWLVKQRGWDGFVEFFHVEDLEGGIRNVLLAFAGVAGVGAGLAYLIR
# HRas wt GTP: changes GTP binding to wildtype human HRas; P01112; GST-Ras wt beads, Bodipy-FL-GTP binding, flow cytometry; actives lie on both sides; GTP binding activity, % at 10 µM; 0.14% of 190,000 active; AID 759;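 active = GTP binding activity at least 20% away from the 100% baseline, either lowered as inhibitor or raised as activator; inconclusive = flagged as likely green fluorescent, judged across all proteins in the well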;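 note: 0% = unlabeled GTP competition control and 100% = no-compound control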
# Target sequence (P01112 whole entry, looked up): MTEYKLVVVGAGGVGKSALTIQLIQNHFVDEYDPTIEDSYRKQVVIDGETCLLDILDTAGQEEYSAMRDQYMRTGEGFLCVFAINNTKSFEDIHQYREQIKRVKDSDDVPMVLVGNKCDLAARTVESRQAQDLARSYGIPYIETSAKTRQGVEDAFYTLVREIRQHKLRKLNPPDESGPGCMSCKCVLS
# Mcl1-Noxa inh: Mcl-1/Noxa interaction inhibition | TR-FRET Mcl-1/Noxa peptide binding, 2 h | inhibition, % at 21.7 µM | AID 1022 | 1.5% of 220,000 active | Q07820;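 active = compounds that cut the protein-peptide binding signal by more than 50% relative to plate controls in a single-dose test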;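 note: His-tagged Mcl-1 with rhodamine Noxa BH3 peptide and terbium anti-His antibody; 0% = Mcl-1 plus Noxa peptide wells and 100% = peptide-only wells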
# Mcl1 Bid PPI: Mcl-1/Bid interaction inhibition; Q07820; TR-FRET Mcl-1/Bid-Dy647 peptide binding, 1536-well; inhibition, % at 21.7 µM; 0.97% of 220,000 active; AID 1021;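 active = compounds that cut the binding signal by more than half at the single screening dose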;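 note: His-tagged Mcl-1 with europium anti-His antibody binding Bid BH3 peptide; 0% = Mcl-1 plus peptide wells and 100% = peptide-only wells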
# Pf gametocyte: kills late stage P. falciparum gametocytes | P. falciparum stage V gametocytes, ATP luminescence, 24 h | inhibition, % at 10.9 µM | 0.065% of 150,000 active | AID 743093;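 active = inhibition above the mean plus 3 SD of compounds within the control limits, set per campaign, cut at about 38% in these data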;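 note: 0% = DMSO wells and 100% = medium only without gametocytes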
# Rab2A wt mod: changes GTP binding to wildtype dog Rab2A, up or down. P61105. GST-Rab2 wt beads, Bodipy-GTP binding, flow cytometry. GTP binding activity, % at 10 µM. 0.19% of 190,000 active;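 active = GTP binding activity at least 20 points away from 100%, either lowered or raised; inconclusive = signal likely due to the compound's own green fluorescence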;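 note: 0% = beads with excess unlabeled GTP and 100% = no-compound control corrected for plate trend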
# Rac1 wt modul: human Rac1 wildtype GTP binding, inhibitors and activators. P63000. GST-Rac1 beads, fluorescent GTP binding, flow cytometry; actives lie on both sides; 0 = cold GTP competed, 100 = untreated. GTP binding activity (% of control), % at 10 µM. 0.27% of 190,000 active. AID 757;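 active = GTP binding activity at least 20 points away from the 100% control level, either lower or higher; inconclusive = compound flagged as likely green fluorescent, judged across all proteins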
# Rac1 act GTP bind: human Rac1 activated mutant GTP binding change; P63000; GST-Rac1 activated beads, fluorescent GTP binding, flow cytometry; actives lie on both sides; 100% means binding = to untreated wells; percent activity (GTP binding), % at 10 µM; 0.11% of 190,000 active; AID 764;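 active = GTP binding at least 20 percentage points away from the 100% baseline, in either direction, so actives lie on both sides; inconclusive = Compound likely fluorescent itself, or too few beads counted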
# Rab7 wt modul: modulators of GTP binding to dog Rab7 wildtype GTPase; 0.055% of 190,000 active; GST-Rab7 beads, fluorescent GTP binding, flow cytometry; actives lie on both sides; untreated = 100%, excess cold GTP = 0%; GTP binding activity (percent of control), % at 10 µM;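 active = fluorescent GTP binding to Rab7 beads changed by at least 20 points from the 100% baseline, either direction, mostly lower; inconclusive = compound itself probably fluorescent, or too few beads counted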;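 note: median green fluorescence of bound Bodipy-FL-GTP per Rab7 bead population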
# Cdc42 wt GTP: human Cdc42 wildtype GTP binding change, either direction. P60953. GST-Cdc42 beads, Bodipy-GTP binding, flow cytometry; actives lie on both sides. percent activity (GTP binding), % at 10 µM. 0.2% of 190,000 active;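 active = percent activity GTP binding at least 20 points away from the 100% baseline, either down as inhibitor or up as activator; inconclusive = compound flagged as likely green fluorescent from well-wide comparison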;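 note: median bead fluorescence of bound Bodipy-FL-GTP at 100 nM; 0% = excess unlabeled GTP control and 100% = no compound control; below 100% means less GTP binding so inhibitor and above means activator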
# Target sequence (P60953 whole entry, looked up): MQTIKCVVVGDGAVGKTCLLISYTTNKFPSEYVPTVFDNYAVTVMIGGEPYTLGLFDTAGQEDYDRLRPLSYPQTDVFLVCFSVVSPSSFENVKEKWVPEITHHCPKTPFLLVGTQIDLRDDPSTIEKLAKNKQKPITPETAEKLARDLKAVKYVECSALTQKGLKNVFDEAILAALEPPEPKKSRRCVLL
# * = called active by the depositor; u = inconclusive; x = no result given; & = joins results of further samples. Compounds were not picked by outcome; overall some 2.7% were active at least once.
SMILES,Avidin fluor,Bim-Mcl-1,HRas wt GTP,Mcl1-Noxa inh,Mcl1 Bid PPI,Pf gametocyte,Rab2A wt mod,Rac1 wt modul,Rac1 act GTP bind,Rab7 wt modul,Cdc42 wt GTP
CCOC(=O)c1cccnc1SCC(=O)NC(C)CC (configuration not stated),33,-4,100,1,3,12,100,105,99,98,105
FC(F)(F)c1cccc(Cn2nnnc2-c2cccc(C(F)(F)F)c2)c1,10,-1,100,-5,1,x,100,99,99,98,101
C#CCOCCOCCOCCNc1nc(N2CCN(C(=O)[C@H]([C@@H](C)CC)n3cc([C@@H](N)CO)nn3)CC2)nc(N2CCN(C(=O)[C@H](CCCCN)n3cc([C@@H](N)CC(C)C)nn3)CC2)n1,5,-2,98,24,20,-13,96,99,96,101,97
CC(C)(C)c1nnc2sc(SCCN3C(=O)c4ccccc4C3=O)nn2c1=O,12,1,105,24,-13,2,104,111,103,102,107
Cc1csc2ncc(C(=O)N3c4ccccc4CC3C)c(=O)n12 (configuration not stated),7,-1,99,9,-22,x,98,101,95,103,99
COc1ccc(Cc2nc(N)nc(N)n2)cc1,19,0,100,-10,-8,x,100,103,100,95,101
CC(C)CC1NC(=S)N(C2CCCCC2)C1=O (configuration not stated),13,0,102,7,-62,-13,101,99,99,97,99
CC(/C=C/c1ccccc1F)=N\NC(=O)c1cccc(F)c1,11,-1,97,15,4,x,102,102,95,99,100
CC(C)CNS(=O)(=O)c1ccc(CCC(=O)NC2CCCC2)cc1,9,0,100,10,-32,-9,96,98,97,98,99
O=c1oc(/C=C/c2ccco2)nc2sc3c(c12)CCC3,33,0,101,-6,-48,-7,99,100,96,99,100
Cc1ccc(OCc2ccc(C(=O)Nc3nccs3)o2)cc1C,11,3,103,12,0,x,101,103,102,101,103
CCN1CCN(C(c2cccs2)C(C)NC(=O)c2ccccc2)CC1 (configuration not stated),16,-4,97,-26,-15,x,99,100,97,99,99
O=C1N(Cc2cccc(Cl)c2)C[C@@H]2C[C@@H](c3ccccn3)N3CCC[C@@]123,17,-3,97,11,0,-2,96,100,95,98,99
C=CCn1c(Oc2ccc(C(=O)OC)cc2)nc2c1c(=O)n(C)c(=O)n2C,32,-6,92,-4,-5,x,91,92,90,92,93
CC(C)Oc1ccc(C(=O)Nc2cccc3cccnc23)cc1,9,-1,93,-7,-9,5,93,93,91,98,94
CCNC(=O)Cn1c(=O)c(=O)n(Cc2ccccc2)c2ccc(Cl)cc21,57*,-6,103,17,-20,x,101,109,100,102,104
O=C(C1=C[C@@H](c2ccc3c(c2)OCO3)C[C@@H](OCCCCO)O1)N1CCN(Cc2ccc3c(c2)OCO3)CC1,5,-4,97,3,14,x,97,98,97,105,95
O=[N+]([O-])c1ccc2c(c1)C(O)n1ncnc1S2 (configuration not stated),13,1,98,-2,13,1,100,100,96,95,96
Cc1c(NC(=O)CN2C(=O)NC3(CCCCC3)C2=O)c(=O)n(-c2ccccc2)n1C,5,2,99,-11,-26,4,99,100,98,97,100
CCNC(=S)NNC(=O)c1ccc(OC)cc1,10,-1,94,-11,-42,x,95,98,96,103,94
Cc1ccc(/C=N/n2c(C)n[nH]c2=S)o1,9,8,100,-4,-58,-21,101,99,95,100,99
Cc1ccc(/C=N/NC(=O)Nc2ccccc2)o1,4,0,100,3,-66,16,98,105,102,96,103
NC(=S)Nc1nccc(-c2cccs2)n1,8,5,u,11,-41,-7,u,u,u,u,u
Cn1cc(CN2CCC(O)CC2)c(-c2ccc(Oc3ccccc3)cc2)n1,3,0,99,7,0,x,97,101,95,104,99
O=C(CCCCCN1C(=O)c2ccccc2C1=O)Nc1ccccc1,7,-1,100,16,-2,x,101,100,99,101,100
CCCCN(CC)Cc1ccc(CNC(=O)Nc2ccc(Cl)cc2)o1,5,-5,98,32,4,5,96,100,99,98,98
O=C1CC(c2ccco2)CC2=C1C1c3ccccc3C(=O)N1c1ccccc1N2 (configuration not stated),15,-4,99,-5,-1,x,99,105,100,97,101
CCCCCCCCCCCCC(=O)CCCCC(=O)O,6,-2,94,-16,-36,x,94,96,91,102,93
O=C1CC(c2ccccc2)Cc2nc(NCc3ccco3)ncc21 (configuration not stated),16,-6,100,2,-31,x,96,99,94,99,96
O=C(NCC(c1cccnc1)N1CCOCC1)c1ccc2c(c1)OCO2 (configuration not stated),37,8,103,8,-11,x,106,112,102,100,107
O=C(NCCCN1CCOCC1)[C@@H]1CSC2c3ccccc3C(=O)N21 (some centres not stated),9,-4,96,20,-9,-13,94,100,98,100,97
O=C(COc1ccc(Br)cc1Cl)Nn1cnnc1,11,0,104,4,-11,-28,103,106,103,109,102
COC(=O)c1ccc(/C=N/NC(=S)NCCN2CCOCC2)cc1,8,-1,99,8,-23,0,100,93,97,106,97
CN(C)CCNC(=O)CNC(=S)N(Cc1ccccc1)Cc1ccccc1F,21,3,96,-1,-32,14,99,102,96,94,101
CC(=O)Nc1nnc(SCC(=O)NCCOc2ccccc2)s1,30,-3,101,-1,-1,x,102,104,101,97,99
Cn1c(/N=C/c2cccs2)nc2ccccc21,9,0,96,13,0,x,94,94,93,101,98
COc1cccc(N(CC(=O)N2CCc3ccccc3C2)S(C)(=O)=O)c1,11,-7,102,-1,-31,-7,101,105,100,104,100
COc1cccc(CN=C2Nc3ccccc3CS2)c1,21,-2,93,13,-11,14,94,97,94,93,94
CN(C)S(=O)(=O)c1ccc(N=Cc2c(C(F)(F)F)[nH][nH]c2=O)cc1,13,-3,100,24,-15,13,97,99,96,100,97
Cc1cc(/C=N/n2c(COc3ccccc3)nc3ccccc3c2=O)c(O)c([N+](=O)[O-])c1,13,0,93,100*,-17,-2,92,96,92,95,98
CC1CCCCN1C(=S)NCc1ccccc1 (configuration not stated),17,10,99,12,-33,4,97,101,99,98,101
Clc1ccc(OCCn2cnc3ccccc32)cc1,11,0,100,7,-3,-14,98,101,99,99,100
CN(C)S(=O)(=O)c1cc(C(=O)OCCn2cnc3c2c(=O)n(C)c(=O)n3C)ccc1Cl,7,-1,98,18,-15,x,98,101,95,100,99
O=C(O)c1ccc(C=C(c2nc3ccccc3s2)c2nc3ccccc3s2)cc1,9,0,92,9,-4,-18,92,97,92,94,98
O=C1NC2NC(=O)N(C(Cc3ccccc3)C(=O)O)C2N1 (configuration not stated),15,-2,100,-2,-2,-4,99,105,99,98,103
CCOC(=O)C(CC)Sc1nc2c(cnn2-c2ccccc2)c(=O)[nH]1 (configuration not stated),6,0,97,5,0,x,97,94,94,98,94
Clc1cccc(CNc2nnnn2-c2ccccc2)c1,35,0,96,3,4,4,95,93,94,97,96
CCOc1cc(S(=O)(=O)NC2CCCCCC2)ccc1F,13,2,101,-10,-28,-35,99,105,98,101,96
Cc1cccc(NC(=O)c2ccc3c(Cl)c4c(nc3c2)CCCC4)n1,11,-2,93,-14,-19,-12,94,95,96,90,92
CC(C)N1C(=O)CCC1C(=O)NCc1ccco1 (configuration not stated),7,-2,99,-15,-7,-3,99,101,100,106,100
CCOc1ccccc1-n1c(SCC(=O)N2CCOCC2)nnc1-c1ccccn1,4,0,99,-5,1,x,99,108,103,94,103
CCOc1cccc(C2c3c(oc4ccccc4c3=O)C(=O)N2c2ccccn2)c1 (configuration not stated),6,-1,102,-4,6,x,101,107,101,96,104
COCCOC(=O)C1=C(C)NC(C)=C(C(=O)OC(C)C)C1c1cccc([N+](=O)[O-])c1 (configuration not stated),7,-4,102,-8&-10,-18&-24,x,105,100,101,100,103
COc1ccc(/C=C2\SC(=S)N(N3C(=O)CCC3=O)C2=O)cc1O,9,-2,94,8,-23,x,98,97,95,98,94
COC(=O)c1cc2oc3ccccc3c2n1Cc1ccccn1,8,-1,102,8,-25,x,102,104,98,105,102
Cc1cc(NS(=O)(=O)c2cccs2)no1,7,0,97,-7,-3,x,96,100,97,95,98
CCOC(=O)Nc1ccc(NC(=O)OCC)cc1,13,0,u,19,-26,-4,u,u,u,u,u
O=C(NCCCNc1ccc(C(F)(F)F)cc1[N+](=O)[O-])c1ccc(Cl)cc1,36,-3,u,-1,1,x,u,u,u,u,u
Brc1csc(C=Nc2ccc3c(c2)OCCOCCOCCOCCO3)c1,5,-1,101,0,-9,-31,100,105,101,104,104
Cc1cccc(NC(=S)NC(=O)CCc2ccccc2)c1C,5,-3,100,4,-8,x,101,102,99,101,101
# Continuation.
SMILES,Avidin fluor,Bim-Mcl-1,HRas wt GTP,Mcl1-Noxa inh,Mcl1 Bid PPI,Pf gametocyte,Rab2A wt mod,Rac1 wt modul,Rac1 act GTP bind,Rab7 wt modul,Cdc42 wt GTP
Cc1ccc(SCC(=O)NCc2cccnc2)cc1,13,-1,101,16,-9,12,102,105,98,101,105
COc1ccc(CC(=O)NCc2n[nH]c(=S)n2-c2cccc(C)c2)cc1,8,0,93,5,-21,x,96,97,96,93,95
COCCSc1ccccc1C(=O)Nc1ccc(Br)cc1,10,-1,99,-3,-58,0,98,99,96,105,97
O=C(c1ccc2c(c1)OCO2)C1CCCN(C(=O)NCc2ccccc2)C1 (configuration not stated),11,-3,99,12,-14,5,97,101,95,103,94
COc1cccc(-n2nnc3c(=O)n(Cc4ccc(Br)cc4)cnc32)c1,13,-5,98,36,-44,x,96,98,95,94,101
CCCSc1nnc(NC(=O)c2nc(SC)ncc2Cl)s1,3,3,99,11,7,-33,97,102,97,97,98
CC(=O)Nc1cccc(-c2csc(Nc3cc(C)ccn3)n2)c1,17,0,103,28,-44,x,101,100,96,103,101
CCO[C@H]1OC(C(=O)N2CCCCCCC2)=C[C@@H](c2ccccc2)[C@@H]1CCCO,6,0,96,29,38,11,94,98,96,96,95
C[N+]1(CCCOC(=O)C2(c3ccccc3)CCCC2)CCOCC1,4,1,94,23,18,-4,97,99,97,95,95
O=C(Cn1c(=O)n(CCCC(=O)NC2CCCC2)c(=O)c2ccccc21)NCCC1=CCCCC1,16,0,100,-1,-8,8,100,102,101,103,102
CCOC(=O)c1c(C)[nH]c(C(=O)COC(=O)COc2ccc(OC)cc2)c1C,11,-2,98,-10,-2,x,97,101,97,100,100
Cc1n[nH]c(C)c1S(=O)(=O)Nc1ccc2c(c1)OCCO2,31,-2,102,1,-40,13,102,110,99,104,106
Cc1ccnc(NC(=O)CCCOc2cc(=O)n(C)c3ccccc23)c1,18,-2,95,-4,-2,8,92,93,95,94,93
CCOCCCNC(=O)CC1Oc2ccc(C)cc2NC1=O (configuration not stated),26,-4,102,-10,0,x,101,104,98,100,103
CN1/C(=C\C(=O)COC(=O)c2ccc(O)c(O)c2)C(C)(C)c2ccccc21,19,0,91,15,-26,-6,91,96,93,96,90
